# HIF-2a inh – HIF-2a inhibition; AID 624352; inhibition, % at 18.8 µM; hit rate 0.72% among 360,000; 786-0 RCC cells HIF-2a reporter, luciferase luminescence, overnight;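 active means inhibition of the luminescence signal of 40% or more relative to plate controls, in a single-dose primary screen at 18.75 µM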
# CF NFkB inh – blocks PAF-induced NF-kB reporter in cystic fibrosis cells. inhibition, % at 5 µM. KKLEB NF-kB-GFP reporter, GFP fluorescence overnight. hit rate 0.86% among 360,000. AID 588850;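 active means at least 50% inhibition at 5 µM, scaled per plate between neutral and stimulator controls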;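 further: PAF is a Pseudomonas aeruginosa culture filtrate used as stimulus; plate controls were PAF-stimulated DMSO wells for no effect and unstimulated DMSO wells for full effect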
# NR2E3 ag-1 – human photoreceptor-specific nuclear receptor agonism; Q9Y5X4; CHO-S Gal4-NCOR/VP16-NR2E3 two-hybrid, luciferase; inhibition of corepressor binding, % at 3.98 µM; hit rate 0.35% among 360,000; AID 602229;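 active means inhibition above the mean of all tested compounds plus 3 SD, cut at about 70% in these data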;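 further: 0% = DMSO with NR2E3 transfected cells and 100% = cells lacking NR2E3 construct; higher means lower luciferase signal from less NR2E3 corepressor binding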
# Target sequence (Q9Y5X4 whole entry, looked up, the tested form may be a part): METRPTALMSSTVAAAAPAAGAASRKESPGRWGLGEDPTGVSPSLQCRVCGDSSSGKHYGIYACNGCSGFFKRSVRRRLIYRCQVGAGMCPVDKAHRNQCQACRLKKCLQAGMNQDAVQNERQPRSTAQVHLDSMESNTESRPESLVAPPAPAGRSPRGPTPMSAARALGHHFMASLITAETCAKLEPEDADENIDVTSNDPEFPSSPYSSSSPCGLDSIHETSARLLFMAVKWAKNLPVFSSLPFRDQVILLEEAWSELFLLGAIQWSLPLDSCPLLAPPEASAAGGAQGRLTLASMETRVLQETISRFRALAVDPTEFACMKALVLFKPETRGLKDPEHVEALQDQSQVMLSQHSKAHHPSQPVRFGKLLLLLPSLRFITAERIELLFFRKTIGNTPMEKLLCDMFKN
# Shn3 3UTR inh – Schnurri-3 reporter inhibition in Clone20 osteoblasts. inhibition, % at 12.5 µM. AID 588674. hit rate 0.52% among 360,000. Clone20 osteoblast Shn3 3'UTR firefly luciferase, 24 h;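 active means mean inhibition of at least 75% with every replicate also reaching 75%; inconclusive means mean inhibition at least 75% but some replicate below; inactive means mean inhibition below 75%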;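 further: 0% = median of neutral control wells and 100% = pilot-screen positive control compound; some compounds past the cut are filed as inactive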
# Peg3 prom inh – reduces Peg3 promoter-driven luciferase expression in HeLa. inhibition, % at 20 µM. hit rate 1.7% among 360,000. HeLa PEG-Prom luciferase reporter, luminescence, overnight;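 active means inhibition of at least 50% at 20 µM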
# MITF TRPM1 inh – reduces MITF-dependent TRPM1 promoter luciferase signal; hit rate 0.83% among 330,000; AID 488899; inhibition, % at 12.5 µM; SK-MEL-5 TRPM1 promoter luciferase, 24 h;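 active means mean inhibition across replicates of 60% or more, whatever share of single replicates reaches that level; inconclusive means some that reach 60%, reason not given; inactive means mean inhibition across replicates below 60%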; further: values of inactives mirror those of a sister screen read the other way
# iPSC survival up – hiPSC single-cell survival enhancement; ATPlite luminescence; 100% = ROCK inhibitor wells, 0% = DMSO; AID 602274; hit rate 0.044% among 360,000; survival enhancement, % at 20 µM; in the data active means survival enhancement above about 18%;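 further: cells exposed to compounds for 16 hours before the ATP read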
# aDG glyco up – increases alpha dystroglycan glycosylation; activation, % at 10 µM; hit rate 0.22% among 360,000; Pro5-aDG cells, alpha-DG glycosylation AlphaScreen (IIH6); 0% Pro5, 100% B10-LARGE cell signal;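 active means activation of at least 8% versus controls, or a plate z-score of at least 8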;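 further: Pro5 are CHO cells carrying HIG-tagged alpha-DG that lacks glycosylation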
# NR2E3 ag-2 – agonists of human nuclear receptor NR2E3 | hit rate 0.12% among 320,000 | AID 2300 | inhibition of corepressor binding, % at 4.78 µM | Q9Y5X4 | GST-NR2E3/biotin-RetCOR TR-FRET, 1536-well;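 active means percent inhibition above the cutoff of mean plus 3 SD of all tested compounds, set per screening campaign, cut at about 20% in these data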;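 further: 0% = DMSO wells and 100% = biotin wells as full block of FRET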
#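 Material: NR2E3–RetCOR corepressor complex / Amount: 1.35 nM GST-NR2E3 / Medium: Tris pH 7.5 / Compound: single nominal compound dose of 4.8 µM / Incubation: 5 h at 4 °C / Technique: TR-FRET, Eu(K)-anti-GST donor, streptavidin-D2 acceptor, ex 340, em 617/671 nm / Read-out basis: percent loss of FRET ratio relative to control wells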
# KKLEB cytotox – reduces viability of KKLEB cystic fibrosis airway cells; hit rate 0.36% among 360,000; activity change (cytotoxicity), % at 5 µM; KKLEB CF airway cells viability, ATPlite luminescence, overnight; hits give low values; cells stimulated with P. aeruginosa culture filtrate; AID 602141;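 active means corrected activity change at or below -50% at 5 µM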
# TWEAK Fn14 block – blocks TWEAK-Fn14 interaction in a reporter cell assay. TWEAK-stimulated Fn14 reporter cells, luciferase luminescence, 8 h. inhibition, % at 10 µM. hit rate 2% among 360,000. AID 1159606; in the data active means inhibition above about 50%
# * marks the source's active call; other numbers are inactive results; ? = inconclusive; . = no result given; & = joins results of further samples.
SMILES,HIF-2a inh,CF NFkB inh,NR2E3 ag-1,Shn3 3UTR inh,Peg3 prom inh,MITF TRPM1 inh,iPSC survival up,aDG glyco up,NR2E3 ag-2,KKLEB cytotox,TWEAK Fn14 block
Oc1ccccc1C=NCCCCCCN=Cc1ccccc1O,1,-26,-15,4,15,9,-0.2,-0.1,-2,2,-2
Cc1cccnc1NC(=O)c1ccc(S(=O)(=O)N2CCC(C)CC2)cc1,22,-9,-4,20,18,5,-0.1,-0.2,1,-17,8
COc1ccccc1N1CCN(CC(=O)Nc2sccc2C#N)CC1,-7,9,-18,-5,2,5,3.3,0.1,0,5,-11
S=c1[nH]nc(-c2ccccn2)n1/N=C/c1cccc(Cl)c1,10,-13,-10,0,19,1,-1.5,-0.4,0,-6,-4
COc1cc(C(=O)N(C)C2CCCCC2)cc(OC)c1OC,-7,-18,5,3,5,.,-3.4,-0.1,.,-4,-14
C=C[C@]1(C)C[C@@H](OC(=O)CSCCN(CC)CC)[C@]2(C)C(C)CC[C@]3(CCC(=O)[C@H]32)[C@@H](C)[C@@H]1O (stereo partly drawn),-7&-9,-12&6,-16&-3,13&17,-27&-17,-6&-9,3.6&2.9,0.1&0.2,2&-1,13&7,4&-13
CC(C)CN(CC(C)C)C(=S)NC1CCCCC1,14,-4,0,7,14,8,0.4,0.0,3,-8,13
CN(C)S(=O)(=O)c1ccc(C(=O)NN2C(=O)NC3(CCCCC3)C2=O)cc1,2,-31,9,-30,9,5,2.4,-0.1,.,16,-2
O=C(CCn1c(=O)oc2ccc(Cl)cc21)NCCCN1CCOCC1,10,13,-1,-5,4,-1,0.3,-0.2,-1,-12,1
Cc1ccc(CSc2nc3ncccc3[nH]2)cc1,-92,11,-114,-11,-112,-40,-5.4,0.2,-1,-6,34
COc1ccc(C(=O)NNC(=O)CSc2ccccc2)cc1,-21,3,-12,15,-2,4,-1.5,0.1,1,9,-6
Cc1cc(Br)cc2c(C(=O)NCC3CCCO3)cc(-c3cccs3)nc12 (stereo not drawn),-23,-6,-15,-6,-61,-56,0.1,-0.1,10,-4,-16
Cc1ccc(NC(=S)NC(=O)c2ccccc2)cc1NC(=S)NC(=O)c1ccccc1,-206,64*,-16,-5,-52,18,-0.8,-0.3,.,-27,21
COc1ccc(OCC(=O)Nc2nnc(-c3ccco3)s2)cc1,-4,-18,3,9,-1,10,-0.2,0.0,0,10,-2
Cc1ccc(NC(=O)CSc2nc(CSc3ccc(C)cc3)cc(=O)[nH]2)cc1,6,18,-15,5,5,5,5.7,-0.2,6,-8,-17
O=C(N/N=C/c1cccnc1)C12CC3CC(CC(C3)C1)C2,-12,-5,-13,-7,-7,1,-0.2,-0.2,-1,2,-5
NC(=O)NC(CC(=O)NCc1ccc2c(c1)OCO2)c1ccccc1Cl (stereo not drawn),17,-11,0,-7,20,15,-0.1,-0.2,0,-2,9
O=C(NC(=S)Nc1ccc2c(c1)OCCO2)c1ccc(F)cc1Cl,-237,9,-76,-51,-241,-37,0.9,-0.3,1,-6,-54
CC1(C)CC(=O)C2=C(C1)OC(N)=C(C#N)C21C(=O)N2CCCc3cccc1c32 (stereo not drawn),16,4,18,1,4,0,-1.6,0.1,-1,13,-2
O=S(=O)(c1ccc(F)cc1)N1CCN(CC(O)COCc2cccs2)CC1 (stereo not drawn),15,-4,-11,9,10,2,-1.3,-0.2,3,6,-7
CC(C)c1ccc(-c2c(C#N)c(N)nc3c2CCCCC3)cc1,19,3,-17,17,7,7,11,0.1,3,3,-3
Cc1cc(-c2cn3ccccc3n2)c(C)n1-c1ccccc1,-214,-3,-97,-43,-216,7,-2.8,0.5,4,-10,0
COCCn1cc(C(=O)N2CCN(C)CC2)c2c3ccccc3n(C)c2c1=O,12,1,-5,-1,20,0,-2.0,0.0,-2,0,2
CC(C)(C)NC(=O)/C(=C\c1ccccc1F)NC(=O)c1ccc([N+](=O)[O-])cc1,2,-2,2,-15,-1,-12,-0.1,-0.1,-1,12,3
CCCCCOC(=O)C1=C(C)NC(=O)NC1c1ccc2c(c1)OCO2 (stereo not drawn),25,-19,0,0,13,7,-0.1,0.2,4,0,10

# (listing goes on)
SMILES,HIF-2a inh,CF NFkB inh,NR2E3 ag-1,Shn3 3UTR inh,Peg3 prom inh,MITF TRPM1 inh,iPSC survival up,aDG glyco up,NR2E3 ag-2,KKLEB cytotox,TWEAK Fn14 block
O=c1n(Cc2ccccc2)c(O)c2n1Cc1ccccc1N=C2c1ccc(C(F)(F)F)cc1,17,-10,-13,20,28,.,12,-0.1,.,-25,13
O=c1c2ccccc2ncn1-c1ccc(Cl)cc1,-112&-112,2&4,-42&-5,-8&-18,-59&-59,-22,-0.3&0.0,-0.1&0.2,-1&1,-2&-2,-15&-26
Cc1cc(C)c2c(N)c(C(=O)N/N=C/c3cccs3)sc2n1,-267,-23,-61,-79,-173,.,0.7,0.0,4,10,-50
CC(O)C(NS(=O)(=O)c1ccc(Cl)cc1)C(=O)OCC(=O)N1CCN(c2ccccc2)CC1 (stereo not drawn),4,2,0,-17,19,-10,2.5,2.8,1,2,1
Cc1ccc(-c2nc(N)n(C(=O)c3ccco3)n2)cc1,8,23,-8,-3,28,-6,0.5,0.6,0,-4,-15
CCN(CC)S(=O)(=O)c1cc(NC(=O)Cc2n[nH]c(=O)c3ccccc23)ccc1C,30,-4,-27,30,15,10,-0.2,0.2,0,3,26
CC(C)(C)OC(=O)CNC(=O)c1[nH]cnc1C(=O)Nc1ccc(CNC(=O)OC(C)(C)C)cc1,5,43,26,18,66*,1,-0.9,-0.6,-3,-14,31
C/C=C1\NC(=O)[C@H](C)NC(=O)[C@@H](NC(=O)[C@H](Cc2ccc(O)cc2)NC(=O)[C@@H](NC(=O)/C(C)=C/C)C(C)C)[C@@H](C)OC(=O)[C@H](CC(C)C)NC(=O)[C@@H](CCC(=O)O)NC1=O,8,-21,8,2,-11,.,2.0,0.1,.,4,0
Cc1cccc(NC(=O)Nc2cccc(F)c2)n1,-188,-2,-38,-80,-249,-20,1.3,0.0,-3,15,-17
Cc1cc(C)n2ncc(/C(N)=N/OC(=O)Nc3ccc(Cl)cc3)c2n1,-31,-18,-1,.,-21,-13,0.0,0.0,1,4,-16
CCCCCCCCCCOC(=O)Cn1c(COc2ccccc2)[n+](C)c2ccccc21,-12,71*,2,?,100*,11,-0.1,0.2,-1,-62*,70*
Cc1cccc(NC(=O)NCc2ccc3c(c2)OCO3)c1C,7,14,-7,-25,-28,1,-2.0,0.7,-2,-9,-6
CCCCc1nnc(NC(=O)CC(=O)Nc2ccccc2C(=O)O)s1,23,5,8,0,33,2,6.9,0.0,-1,-7,39
CCOc1ccccc1OCC(=O)Nc1ccc(S(=O)(=O)Nc2ncccn2)cc1,-7,1,18,-12,12,4,0.7,-0.2,5,2,-2
O=C(c1ccccn1)N(Cc1ccco1)C1(C(=O)NC2CCCCC2)CCCCC1,8,6,-27,4,6,5,1.0,0.2,0,7,-8
O=C(COC(=O)C1CC(=O)N(Cc2ccco2)C1)Nc1nc(-c2ccc(F)cc2)cs1 (stereo not drawn),-169,-8,-2,-30,-134,-39,-0.3,-0.3,.,-11,0
O=C(O)C1CCC(=O)N(C2CC2)C1c1ccccc1 (stereo not drawn),20,-4,10,0,2,2,-1.8,0.0,0,16,-4
CC(=O)c1ccc2noc(-c3cccc(C)c3)c2c1,-3,20,-11,-22,-26,6,0.4,0.3,1,-2,1
CCOc1cc(/C=N/O)cc(Br)c1OCC,15,19,-22,15,4,6,3.8,0.2,1,3,10
Cc1cccc(-c2cc(C(=O)Nc3ccncc3)c3ccccc3n2)c1,-22,-58,-35,2,9,18,-0.3,0.5,.,20,-15
Cc1ccc2[nH]c3nc(SCC#N)nnc3c2c1,-33,-19,-5,-2,-7,-3,-0.6,0.0,0,0,7
COc1ccc(-n2c(COc3cccc4cccnc34)nnc2SCC(=O)O)cc1,2,17,-26,2,7,-1,-0.4,-0.2,1,3,48
CN(C)S(=O)(=O)c1cccc(C(=O)NCCCn2ccnc2)c1,14,-6,-16,-4,3,-5,-0.3,-0.4,-1,2,4
COC(=O)c1ccccc1NC(=O)CSc1nc(N)cc(N)n1,3,0,17,-1,7,-9,0.9,0.0,-1,-7,-7
O=C(Oc1cccc(C(=S)N2CCOCC2)c1)c1cccc([N+](=O)[O-])c1,-6,11,-21,9,18,16,1.0,-0.2,6,1,-7

# (next part)
SMILES,HIF-2a inh,CF NFkB inh,NR2E3 ag-1,Shn3 3UTR inh,Peg3 prom inh,MITF TRPM1 inh,iPSC survival up,aDG glyco up,NR2E3 ag-2,KKLEB cytotox,TWEAK Fn14 block
O=C(NC(CO)(CO)CO)c1coc(=O)c(Br)c1,-13,20,12,1,3,-11,-0.4,-0.4,0,3,13
O=C(C1=C(O)C(=O)N(CC2CCCO2)C1c1ccc(Cl)cc1)c1ccco1 (stereo not drawn),7,-6,-15,2,10,.,-0.1,-0.2,16,3,11
O=C(Nc1ccccc1)NC1CC2CCC(C1)N2Cc1nnnn1Cc1ccc2c(c1)OCO2 (stereo not drawn),16,-9,-5,4,8,6,6.4,-0.1,4,-2,-3
CCOC(=O)C1CCN(S(=O)(=O)c2ccc(CNC(=O)c3ccccc3)s2)CC1,9,5,-2,10,19,8,-0.3,-0.1,-1,-1,-21
O=C(NC(=S)Nc1cccc(Cl)c1N1CCCCC1)c1ccco1,-6,15,-3,3,38,11,-2.1,-0.2,1,-15,48
N/C(=N\OC(=O)c1ccco1)c1ccc(Br)cc1,-293,-26,-145,-103,-307,-50,0.8,0.4,2,3,1
CCc1nc2ccc(C(=O)N(CC)CC(=O)Nc3c(F)cccc3F)cc2nc1CC,5,-5,-1,-9,6,.,-0.4,-0.2,5,-8,-17
Cc1cc(C)cc(-n2nnc(C(=O)NCc3ccc4c(c3)OCO4)c2N)c1,5,3,-12,7,-7,9,1.7,0.2,1,1,-1
C#CCn1c(=NC(=O)CN2C(=O)CCC2=O)sc2cccc(C)c21,13,-3,7,-5,8,8,-1.7,0.2,-4,2,1
O=C(CC(=O)NCc1ccccc1)NCc1ccccc1,11,2,-5,3,5,1,-0.6,0.0,-4,3,-10
CNC(=S)N1CCC(NC(=O)C(Cc2ccccc2)NC(C)=O)CC1 (stereo not drawn),18,-4,-5,-11,-8,9,-1.7,-0.3,-3,0,5
COc1cc(CNn2c(C)n[nH]c2=S)cc(Cl)c1OCc1ccccc1,-4,-8,-33,-16,2,0,0.1,-0.1,0,4,-2
C=CCN(C(=O)c1ccc2c(c1)nnn2C)c1ccccc1,-5,5,2,-4,1,4,-0.6,0.0,2,-6,-10

# Screens as filed in PubChem.
